Bioassay records deposited in PubChem by The Scripps Research Institute Molecular Screening Center.
CHRM4 agonist: CHRM4 agonism in calcium assay. activation, % at 3 µM. actives 0.14% (n = 360,000). CHO-K1 hM4/Gqi5, Fluo-8 calcium fluorescence; vehicle 0%, full acetylcholine response 100%. AID 624127;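 active means activation above the run mean over all test wells plus 3 SD, cut at about 32% in these data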;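 further: peak over basal fluorescence ratio per well then scaled between controls; 0% = DMSO wells and 100% = acetylcholine at EC100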
Target sequence (P08173 whole entry, looked up): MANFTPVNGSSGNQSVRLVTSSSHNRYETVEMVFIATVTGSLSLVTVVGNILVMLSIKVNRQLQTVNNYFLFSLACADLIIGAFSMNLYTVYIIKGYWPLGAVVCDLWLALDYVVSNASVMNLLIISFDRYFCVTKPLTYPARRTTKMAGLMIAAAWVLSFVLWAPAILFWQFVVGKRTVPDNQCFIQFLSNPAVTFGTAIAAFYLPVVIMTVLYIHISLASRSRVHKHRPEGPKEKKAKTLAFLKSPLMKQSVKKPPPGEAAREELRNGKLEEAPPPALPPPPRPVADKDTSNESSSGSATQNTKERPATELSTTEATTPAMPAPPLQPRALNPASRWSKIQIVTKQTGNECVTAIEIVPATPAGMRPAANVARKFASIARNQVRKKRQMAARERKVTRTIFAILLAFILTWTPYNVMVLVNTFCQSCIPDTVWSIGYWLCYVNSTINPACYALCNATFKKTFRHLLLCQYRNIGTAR
CHO-K1 Ca antag: counter-screen for M1 antagonists: effect in parental CHO-K1 cells; ATP-induced calcium, Fluo-8 fluorescence; inhibition, % at 3 µM; actives 0.6% (n = 360,000); AID 602250;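 active means inhibition above a per-plate cutoff, the plate's mean sample inhibition plus 3 SD, cut at about 24% in these data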;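 further: 0% = DMSO plus EC80 ATP and 100% = DMSO alone without ATP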
CHRM5 PAM: positive allosteric modulators of human muscarinic M5 receptor; P08912; activation, % at 3 µM; actives 0.3% (n = 360,000); CHO-K1 hM5, Fluo-8 calcium, ACh EC20 PAM; 0% = ACh EC20, 100% = ACh EC100;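 active means activation above the run cutoff, the mean activation of all test compounds plus 3 SD, cut at about 18% in these data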
Target sequence (P08912 whole entry, looked up): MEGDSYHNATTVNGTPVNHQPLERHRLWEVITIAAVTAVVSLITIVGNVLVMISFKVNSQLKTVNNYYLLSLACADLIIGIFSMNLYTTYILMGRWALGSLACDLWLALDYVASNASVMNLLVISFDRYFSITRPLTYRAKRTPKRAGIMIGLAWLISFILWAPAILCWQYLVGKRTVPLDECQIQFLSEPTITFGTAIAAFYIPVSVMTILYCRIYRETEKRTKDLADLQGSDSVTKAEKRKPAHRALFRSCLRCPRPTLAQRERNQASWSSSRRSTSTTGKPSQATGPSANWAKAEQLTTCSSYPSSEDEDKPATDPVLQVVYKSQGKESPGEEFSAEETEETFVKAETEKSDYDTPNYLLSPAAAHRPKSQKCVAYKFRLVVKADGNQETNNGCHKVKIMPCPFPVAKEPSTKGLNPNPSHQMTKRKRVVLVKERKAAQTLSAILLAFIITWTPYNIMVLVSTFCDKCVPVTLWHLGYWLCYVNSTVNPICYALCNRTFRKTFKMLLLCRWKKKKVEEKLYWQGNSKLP
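System – CHO-K1 hM5 cells · Compound – 3 µM, single dose · Incubation – compound preincubation 140 s before EC20 acetylcholine addition · Technique – Fluo-8 calcium fluorescence · Measure – Max/basal fluorescence ratio as % of EC20–EC100 ACh window · Benchmarks – low control EC20 acetylcholine (0%), high control EC100 acetylcholine (100%) · Replication – singlicate, one well per test compound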
CHRM4 PAM: CHRM4 positive allosteric modulation | P08173 | CHO-K1 hM4/Gqi5, Fluo-8 calcium fluorescence, ACh EC20; 0% = ACh EC20, 100% = maximal ACh | activation, % at 3 µM | actives 0.4% (n = 360,000) | AID 624126;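 active means activation above its plate's cutoff, the mean activation of sample wells plus 3 SD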; further: some results filed as inactive read as strong as hits
CHRM5 antagonist: CHRM5 antagonism in calcium assay; CHO-hM5 cells, Fluo-8 calcium fluorescence, ACh EC80; actives 0.59% (n = 360,000); AID 624040; inhibition, % at 3 µM; P08912;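 active means inhibition above a per-plate cutoff, the mean of that plate's test compounds plus 3 SD, cut at about 27% in these data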;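 further: 0% = acetylcholine EC80 with DMSO and 100% = DMSO without agonist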
CHRM4 antagonist: antagonists of human muscarinic M4 receptor (CHRM4). CHO-hM4 cells, ACh EC80, Fluo-8 calcium fluorescence. inhibition, % at 3 µM. actives 0.73% (n = 360,000). AID 624125;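 active means inhibition above its plate's cutoff, the mean inhibition of sample wells plus 3 SD, cut at about 27% in these data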;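 further: 0% = acetylcholine EC80 with DMSO and 100% = DMSO without agonist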
CHRM5 agonist: agonists of human muscarinic M5 receptor (CHRM5); P08912; CHO-K1 hM5 cells, Fluo-8 calcium fluorescence; 0% DMSO wells, 100% maximal acetylcholine response; activation, % at 3 µM; actives 0.19% (n = 360,000);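 active means activation above the run's mean over test compounds plus 3 SD, cut at about 23% in these data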;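 further: signal is peak over basal fluorescence ratio across the kinetic read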
CHO-K1 Ca PAM: counter-screen for M1 PAMs: effect in parental CHO-K1 cells. ATP EC20, Fluo-8 calcium fluorescence; 0% at ATP EC20, 100% at ATP max. activation, % at 3 µM. actives 0.02% (n = 360,000). AID 602247;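 active means activation above the run cutoff, the mean activation of all test compounds plus 3 SD, cut at about 40% in these data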;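 further: peak over basal fluorescence ratio in a 140 s read after ATP addition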
M1 ag parental: counter-screen for M1 agonists: effect in parental CHO-K1 cells; actives 0.48% (n = 360,000); Fluo-8 calcium fluorescence; scaled to maximal ATP response, vehicle zero; activation, % at 3 µM; in the data active means activation above about 15%;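 further: untransfected CHO-K1 host cells lacking M1 receptor as counterscreen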
The depositor's hits bear a star; · = no result given.

Preview:
SMILES | CHRM4 agonist | CHO-K1 Ca antag | CHRM5 PAM | CHRM4 PAM | CHRM5 antagonist | CHRM4 antagonist | CHRM5 agonist | CHO-K1 Ca PAM | M1 ag parental
CCCSc1nnc(-c2ccccc2NC(=O)CC)c(=O)[nH]1 | 1 | 0 | -1 | 6 | 2 | 5 | 3 | -4 | 0.4
COc1ccc(/C=C/C(O)=C(\C#N)c2nnc(N3CCOCC3)n2-c2ccccc2)cc1OC | 2 | -15 | 7 | 0 | 2 | -6 | -1 | -8 | 1.0
CNC(=S)Nc1cccc(C(=O)OC)c1 | 0 | -9 | 15 | 2 | -6 | 3 | 2 | 24 | 1.8
Cc1nc(C)c(-c2ccccc2)c(=O)[nH]1 | 2 | -8 | 2 | 7 | -3 | -4 | -2 | 25 | 0.5
COc1ccc(C)cc1NC(=O)C1CCCN(S(=O)(=O)c2cnc[nH]2)C1 (configuration not stated) | 0 | 8 | -1 | 2 | 6 | -2 | 1 | 11 | -0.1
COc1ccc(-c2nnc(SCC(=O)N3CCCC3=O)n2N)cc1OC | 0 | 2 | 10 | 0 | -1 | 6 | 1 | 9 | 5.8
CCC(Sc1nc(=O)cc(N)n1CCc1ccccc1)C(=O)Nc1ccccc1C#N (configuration not stated) | 0 | 3 | -1 | 8 | 3 | -11 | -6 | 11 | 0.0
CCC(=O)N1CCc2cc(Br)cc(S(=O)(=O)NCCCN(C)Cc3ccccc3)c21 | -1 | -10 | 1 | -6 | 10 | -9 | -7 | 10 | -1.6
c1ccc2c(c1)ccn1c(Cc3ccsc3)c(C3CCCCC3)nc21 | -1 | -20 | -7 | -10 | 6 | 10 | -2 | 3 | 1.0
COc1ccc2c(c1OC)C(=O)N1c3ccccc3C(=O)N(c3ccccc3F)C21 (configuration not stated) | 18 | 9 | -19 | -12 | 25 | 25 | 5 | 13 | 6.5

The whole of this part, from the start:
SMILES | CHRM4 agonist | CHO-K1 Ca antag | CHRM5 PAM | CHRM4 PAM | CHRM5 antagonist | CHRM4 antagonist | CHRM5 agonist | CHO-K1 Ca PAM | M1 ag parental
CCCSc1nnc(-c2ccccc2NC(=O)CC)c(=O)[nH]1 | 1 | 0 | -1 | 6 | 2 | 5 | 3 | -4 | 0.4
COc1ccc(/C=C/C(O)=C(\C#N)c2nnc(N3CCOCC3)n2-c2ccccc2)cc1OC | 2 | -15 | 7 | 0 | 2 | -6 | -1 | -8 | 1.0
CNC(=S)Nc1cccc(C(=O)OC)c1 | 0 | -9 | 15 | 2 | -6 | 3 | 2 | 24 | 1.8
Cc1nc(C)c(-c2ccccc2)c(=O)[nH]1 | 2 | -8 | 2 | 7 | -3 | -4 | -2 | 25 | 0.5
COc1ccc(C)cc1NC(=O)C1CCCN(S(=O)(=O)c2cnc[nH]2)C1 (configuration not stated) | 0 | 8 | -1 | 2 | 6 | -2 | 1 | 11 | -0.1
COc1ccc(-c2nnc(SCC(=O)N3CCCC3=O)n2N)cc1OC | 0 | 2 | 10 | 0 | -1 | 6 | 1 | 9 | 5.8
CCC(Sc1nc(=O)cc(N)n1CCc1ccccc1)C(=O)Nc1ccccc1C#N (configuration not stated) | 0 | 3 | -1 | 8 | 3 | -11 | -6 | 11 | 0.0
CCC(=O)N1CCc2cc(Br)cc(S(=O)(=O)NCCCN(C)Cc3ccccc3)c21 | -1 | -10 | 1 | -6 | 10 | -9 | -7 | 10 | -1.6
c1ccc2c(c1)ccn1c(Cc3ccsc3)c(C3CCCCC3)nc21 | -1 | -20 | -7 | -10 | 6 | 10 | -2 | 3 | 1.0
COc1ccc2c(c1OC)C(=O)N1c3ccccc3C(=O)N(c3ccccc3F)C21 (configuration not stated) | 18 | 9 | -19 | -12 | 25 | 25 | 5 | 13 | 6.5
Nc1cc(S(=O)(=O)O)cc([N+](=O)[O-])c1O | 0 | -9 | 6 | 1 | 4 | 4 | -2 | 11 | 0.6
COC(=O)c1ccccc1NC(=O)COC(=O)c1cccnc1 | 1 | -13 | -8 | 13 | 3 | -4 | -2 | 14 | 0.6
O=C(/C=C/c1ccccc1[N+](=O)[O-])N1CCc2ccccc2C1 | 5 | -13 | -4 | -1 | -6 | -17 | -4 | 9 | 1.8
Cc1cc2[nH]c(=O)c(=O)[nH]c2cc1S(=O)(=O)NCc1ccccc1 | 0 | -4 | 9 | -4 | -17 | 12 | 1 | -15 | -0.1
C/C(=N\Nc1ccc(Cl)c(C(=O)O)c1)c1ccc(N2CCOCC2)cc1 | 0 | 2 | 8 | -4 | 2 | 10 | 1 | -2 | 0.5
COc1ccc(C(C)(O)c2nc(/C=C/c3ccccc3)cs2)cc1 (configuration not stated) | 3 | -7 | -2 | 2 | 4 | -15 | 0 | 16 | 1.1
COc1cc(NS(=O)(=O)c2ccc(NC(=S)NC(=O)c3ccco3)cc2)ncn1 | 9 | 19 | -6 | -2 | 20 | -4 | 1 | 4 | 18*
COc1ccc(/C=C(\C)c2nc(C)c(-c3ccccc3)c(=O)[nH]2)cc1 | 1 | -3 | -2 | 8 | 5 | -2 | 2 | 6 | 0.3
COc1ccc(/C=N/NC(=O)c2ccc3c(c2)OCO3)c(C(=O)O)c1OC | 0 | 21 | -3 | -3 | -8 | -3 | 0 | -17 | -0.5
CC(C(=O)Nc1ccc(C(=O)O)cc1)N1C(=O)c2ccccc2C1=O (configuration not stated) | 2 | -10 | 7 | 14 | -4 | -5 | -1 | 20 | 0.6
COC(=O)c1nn(-c2ccccc2)c(=O)cc1O | 2 | -24 | -9 | 1 | 10 | -8 | 0 | -7 | 0.1
CCNC(=O)Cc1ccc(NS(=O)(=O)c2ccc(F)cc2)cc1 | -1 | 1 | -4 | 2 | 8 | -9 | 0 | 0 | -0.2
Cc1ccccc1OC1(C)CCN(Cc2ccc(-c3ccccn3)cc2)C1 (configuration not stated) | 8 | -8 | -5 | -12 | 10 | -12 | 0 | 17 | 1.8
COc1ccc(N(CCOc2ccccc2)S(=O)(=O)c2ccccc2)cc1 | 1 | 5 | -17 | -1 | 11 | 14 | -5 | -6 | -0.6
CC(C)N(CCO)C(=O)CCc1nnc(CCCc2ccccc2)o1 | 0 | -9 | 1 | -3 | -2 | -4 | 0 | 11 | 0.7
COc1ccccc1NS(=O)(=O)c1cc(NC(=O)c2ccccc2F)ccc1N1CCOCC1 | 10 | 7 | -12 | 1 | 7 | 1 | -5 | -16 | 1.3
CCCCN=C(Nc1ccc(Cl)cc1)c1cccnc1 | 2 | -3 | -1 | 2 | 2 | 1 | -2 | 15 | 1.0
N#Cc1cccc(NC(=O)CN2CCN(Cc3ccccc3)CC2)c1 | 0 | -10 | 0 | -3 | 5 | 4 | -4 | 3 | 1.3
CC(=O)NC(CCS(C)(=O)=O)C(=O)Nc1nccs1 (configuration not stated) | -1 | -18 | 4 | -3 | -5 | 1 | -5 | 15 | 0.1
Cc1ccc(N/C(CSC(N)=O)=N/S(=O)(=O)c2ccccc2)cc1 | -1 | -9 | 6 | 0 | -7 | 7 | -3 | -15 | -0.1
C[C@@H]1O[C@@H](O[C@H]2[C@H](Oc3cc(O)c4c(c3)OC(c3ccc(O)cc3)CC4=O)O[C@H](CO)[C@@H](O)[C@@H]2O)[C@H](O)[C@H](O)[C@H]1O (some centres not stated) | 0 | 3 | -2 | 0 | 7 | -3 | 0 | 5 | 0.9
COc1ccc(CN2C(=O)CCC2(C)c2nnnn2-c2c(C)cccc2C)cc1OC (configuration not stated) | 1 | 5 | -1 | -8 | 0 | 12 | 2 | -2 | 0.6
O=C(NCc1ccccc1)NC1CCS(=O)(=O)C1 (configuration not stated) | 1 | -5 | 2 | 10 | 0 | -2 | 2 | 4 | 0.7
CCOC(=O)c1cn(CC)c2cc(F)c(F)cc2c1=O | 15 | 5 | -20 | -16 | 16 | 17 | 0 | 5 | 3.9
O=C(O)COCC(=O)Nc1ccc(OCCc2ccccc2)cc1 | 1 | 3 | -1 | -1 | 5 | 12 | 1 | 10 | -0.1
CC1=Nc2cc(Cl)ccc2Oc2ccccc21 | 0 | -9 | 5 | 10 | -17 | -2 | -1 | -4 | 0.1
Cc1ccc(NS(=O)(=O)c2cc(C(=O)Nc3cccc([N+](=O)[O-])c3)ccc2C)cc1 | 0 | -3 | 4 | 7 | 2 | 9 | -2 | -3 | 0.8
CCN1CC(CN(C)Cc2cn(-c3cccc(C)c3)nc2-c2cccc(F)c2)CC1=O (configuration not stated) | 4 | -18 | -3 | -8 | 9 | -5 | -4 | 25 | 5.4
Cc1ccc(C2=CC(=O)CC(C)(C)C2)cc1 | -1 | -22 | 2 | 17 | 5 | -9 | -3 | 16 | -0.5
O=C(CCNS(=O)(=O)c1ccccc1C(F)(F)F)N1CCN(S(=O)(=O)c2cccc(Cl)c2)CC1 | 11 | -4 | -5 | -8 | 12 | -6 | 0 | 0 | 4.7
CCOC(=O)c1[nH]c2ccc(F)cc2c1NC(=O)Nc1ccccc1OC | 1 | -1 | 0 | 12 | 16 | -6 | 3 | 10 | 16*
COC(=O)[C@@]12C[C@@H](CC(=O)NCc3ccccc3)C(=O)N(Cc3ccccc3)C1=CCC(C)(C)C2 | 8 | · | -1 | -3 | 7 | 12 | 0 | · | ·
O=c1cc(-c2ccc(O)c(O)c2)oc2cc(O)c([C@@H]3O[C@H](CO)[C@@H](O)[C@H](O)[C@H]3O)c(O)c12 | 0 | 6 | 0 | 11 | 10 | 6 | 3 | -6 | -0.5
O=C(Oc1c(-c2ccco2)oc2ccccc2c1=O)c1cccnc1 | 1 | -4 | 5 | -2 | 4 | 2 | -2 | 1 | 1.4
CCOC(=O)N1CCN(S(=O)(=O)c2ccc(Cl)cc2)CC1 | 1 | -4 | 0 | -1 | 6 | 1 | 5 | 7 | 1.3
CCc1nnc(NS(=O)(=O)c2ccc(NC(=O)c3cccc(Br)c3)cc2)s1 | -1 | -14 | -2 | -2 | 11 | -2 | 0 | 2 | -0.1
O=C(NC(c1ccc(Cl)cc1)c1ccccn1)C1CCN(CCOc2ccc(Cl)cc2Cl)CC1 (configuration not stated) | 28 | -4 | -3 | -6 | -7 | -11 | 0 | 13 | 4.1
CCCn1c(=O)c(/C(N)=N/O)nn(-c2cccc(C(F)(F)F)c2)c1=O | -1 | -11 | 10 | 12 | 1 | -7 | 2 | 19 | -0.1
COc1ccc(S(=O)(=O)N2CCOC2CNC(=O)C(=O)NCc2ccc(F)cc2)cc1 (configuration not stated) | 4 | -4 | -8 | -4 | 4 | 0 | -1 | -7 | 1.1
O=C(NCc1ccco1)C1CC(=O)N(c2ccc(O)cc2)C1 (configuration not stated) | 0 | -3 | -9 | -5 | 6 | 3 | -1 | -4 | 0.3
O=P(Cc1ccccc1)(c1ccccc1)c1ccccc1 | 1 | 5 | 0 | -6 | -1 | 19 | -1 | 3 | 0.2
Cn1cnnc1SCC(=O)NCCC(c1ccccc1)c1ccccc1 | 0 | -8 | 1 | -1 | -2 | -5 | -3 | 12 | 0.3
O=C1C=C(O)c2c(O)cc(O)c(O)c2C1=O | 1 | -2 | 1 | 6 | 4 | 1 | 2 | 12 | 0.7

Compounds were not picked by outcome. Share with any hit: about 2.7%.
